From PubChem BioAssay
PTAP TSG101 blk: blocks PTAP/TSG101 interaction to inhibit HIV-1 budding | 340,000 tested, under 10 active | AID 493005 | Potency, µM (series often up to 115 µM), for inactives: top-dose activity change, negative = inhibition, most hits filed as inhibitors | Q99816 | Fluorescence polarization, FITC-PTAP peptide / Tsg101 binding; active means well fitted inhibition curve with a large enough effect in the main read-out, with a control signal flat, not every such curve was filed as active; inconclusive means small, poorly fitted or top-dose-only effect, or effect the other way, or a change in a side signal; inactive means no such curve, though single readings can be large or run the other way; further: potency means the concentration at half of the fitted maximal effect; % of control where 0% means no effect
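Fluorescence polarization binding of Tsg101 binding domain (10 uM final) to FITC-labeled PTAP peptide (50 nM final) in HEPES pH 7.5 buffer with NaCl, Tween 20, EDTA, TCEP. Compounds added before peptide; binding 20 min at RT.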
TCR activator: activators of T cell receptors; primary human leukocytes, anti-CD3, IL-2 HTRF, 48 h; Potency, µM (highest dose often 9.22 µM), without a hit: at the top dose activation of IL-2 secretion, hits mostly activators; 330,000 tested, under 10 active; AID 504894; further: % of control where 0% means no effect
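1) Mix primary human leukocytes, a-CD3 beads and compound. 2) Incubate 48 hr. 3) Add HTRF IL-2 reagents (a-IL-2-K, a-IL-2-d2).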
TRPV1 agonist: agonists of human vanilloid receptor 1 (TRPV1); Q8NER1; hit rate 0.19% among 320,000; AID 540275; activation, % at 8.33 µM; TRPV1-expressing cells, Fluo-8 calcium influx, agonist mode; in the data active means activation above about 80%; inconclusive means between about 30% and that limit; further: 0% is about no effect
Target sequence (Q8NER1 whole entry, looked up): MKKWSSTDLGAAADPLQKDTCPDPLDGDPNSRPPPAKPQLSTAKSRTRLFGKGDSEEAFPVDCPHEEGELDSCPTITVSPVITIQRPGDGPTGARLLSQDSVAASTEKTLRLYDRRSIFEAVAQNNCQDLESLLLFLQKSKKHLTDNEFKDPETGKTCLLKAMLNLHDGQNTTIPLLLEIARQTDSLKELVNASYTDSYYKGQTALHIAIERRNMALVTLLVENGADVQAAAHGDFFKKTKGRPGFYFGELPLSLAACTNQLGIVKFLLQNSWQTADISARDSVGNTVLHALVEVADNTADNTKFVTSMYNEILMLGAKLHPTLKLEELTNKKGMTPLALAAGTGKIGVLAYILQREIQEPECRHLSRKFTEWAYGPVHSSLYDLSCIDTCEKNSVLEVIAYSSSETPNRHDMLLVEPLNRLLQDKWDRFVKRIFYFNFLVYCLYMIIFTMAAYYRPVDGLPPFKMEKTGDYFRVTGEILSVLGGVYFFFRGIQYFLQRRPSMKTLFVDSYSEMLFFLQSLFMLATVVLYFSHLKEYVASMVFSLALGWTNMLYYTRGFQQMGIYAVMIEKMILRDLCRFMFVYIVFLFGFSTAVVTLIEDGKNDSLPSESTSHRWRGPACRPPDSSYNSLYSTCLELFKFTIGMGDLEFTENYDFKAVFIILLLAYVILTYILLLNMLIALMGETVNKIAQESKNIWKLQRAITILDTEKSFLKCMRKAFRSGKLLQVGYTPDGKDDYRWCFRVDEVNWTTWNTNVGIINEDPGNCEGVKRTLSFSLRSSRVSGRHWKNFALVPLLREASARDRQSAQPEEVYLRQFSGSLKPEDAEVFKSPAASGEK
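Fluo-8 calcium influx in TRPV1-expressing cells, kinetic read (ex 480/em 520 nm). Compound added and read 3 min for agonist activity, followed by capsaicin at EC20 final and 2 min further read for enhancement.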
MLL CXXC-DNA inh: inhibitors of human MLL CXXC domain-DNA interaction; AID 2662; Potency, µM (highest dose often 115 µM), inactives show at the highest dose activity change, negative = inhibition, usual class: inhibitors; MLL-CXXC / FITC-HOXA9 DNA fluorescence polarization; hit rate 0.037% among 290,000; Q03164; active means well fitted inhibition curve with a large enough effect in the polarisation, with a control signal flat, not every such curve was filed as active; inconclusive means small, poorly fitted or top-dose-only effect, or effect the other way, or a change in a side signal; inactive means no such curve, though single readings can be large or run the other way; the % refers to the polarisation; further: potency means the concentration at half of the fitted maximal effect
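Purified MLL-CXXC (added from a 7 uM solution) was preincubated 5 min at ambient with pinned compounds in 50 mM Tris-HCl pH 7.5, 50 mM NaCl, 1 mM DTT, 0.05% BSA. Fluorescein-labeled HOX-A9 DNA (50 nM solution) followed, 30 min, then polarization read.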
p53 reactivation: re-activators of mutant p53. Potency, µM (doses to about 92.2 µM), without a hit: at the highest dose activity change, positive = activation, hits mostly activators. H1299 p53-A138V BP100-luciferase reporter, luminescence, 24 h. hit rate 0.063% among 320,000; further: potency means the concentration at half of the fitted maximal effect; % of control where 0% means no effect; nearly all actives have a fitted effect of over 45% in size
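H1299 (p53-null), stable ts p53-A138V + BP100-Luc; 1000 cells/well, Opti-MEM/10% FBS; cpd 4 pt, 1:5; 24 h, 37 deg C, 5% CO2; detection reagent 10 min RT; luminescence.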
AT treatment: potential ataxia-telangiectasia treatment | […] A-T fibroblasts, KAP-1 phosphorylation AlphaLISA; neocarzinostatin DNA damage 30 min before lysis | Potency, µM (series often up to 57.5 µM), inactives show top-dose activation, usual class: activators | hit rate 0.19% among 320,000; further: potency means the concentration at half of the fitted maximal effect; % of control where 0% means no effect; nearly all actives have a fitted effect of over 45% in size
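ATM-like activity read as KAP-1 phosphorylation via AlphaLISA donor/acceptor antibody pairs after lysis and 6 hr at 25C. Cells were ATM-null patient fibroblasts ([…], hTERT), dosed 60 min, then exposed to the DSB inducer NCS for 30 min.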
B2AR arrestin: agonists driving beta-arrestin recruitment to human beta2-adrenergic receptor; P07550; beta-arrestin recruitment to beta2AR, cell-based reporter; Potency, µM (doses to about 46.1 µM), without a hit: at the highest dose activation, most hits filed as activators; hit rate 0.02% among 330,000; AID 492947;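 further: potency means the concentration at half of the fitted maximal effect; 0% = DMSO controls and full agonism = EC100 isoproterenol or metaproterenol; nearly all actives have a fitted effect of over 65% in size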
ELG1 DNA repair: blocks ELG1-dependent DNA repair in HEK293T cells; hit rate 2.3% among 330,000; Potency, µM (highest dose often 46.1 µM), without a hit: at the top dose activity change, negative = inhibition, hits mostly inhibitors; HEK293T ELG1-luciferase reporter, luminescence, 16 h; DNA damage induced by 5-fluorouridine; AID 504467; further: potency means the concentration at half of the fitted maximal effect; on the % scale 0 is the no-effect control and ±100 the full control effect; nearly all actives have a fitted effect of over 55% in size
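5-Fluorouridine DNA damage + compound/DMSO, 2,000 cells/well, 16 h, 37 °C/5% CO2. ONE-Glo, 30 min RT, luminescence. Readout = decrease in reporter signal.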
a7 integrin act: activates integrin-mediated alleviation for muscular dystrophy. alpha7betagal myoblasts, beta-gal FDG fluorescence, 48 h. Potency, µM (highest dose often 38.3 µM), for the others: at the highest dose activation, most hits filed as activators. hit rate 0.064% among 350,000;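 further: potency means the concentration at half of the fitted maximal effect; 100% = response of the positive control SU9516; nearly all actives have a fitted effect of over 60% in size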
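alpha7betagal+/- myoblasts (passage 13, 250/well) treated 48 h at 37C with compounds at 1:260 dilution of DMSO stock. Lysed, then beta-galactosidase activity read as FDG fluorescence (ex 480/em 540) after 30 min, with pre-read for autofluorescence.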
BRCA1 expr act: BRCA1 expression activation; MCF7-BRCA1-FFLuc reporter, luminescence, 48 h; response scale: scaled: vehicle 0%, 10 µM genistein 100%; Potency, µM (top dose mostly 46.1 µM), inactives show at the top dose activation, most hits filed as activators; hit rate 1.1% among 380,000; AID 624202; further: potency means the concentration at half of the fitted maximal effect; nearly all actives have a fitted effect of over 80% in size; some results filed as inactive show a strong effect at the top dose
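Luminescence from a BRCA1-driven firefly luciferase in MCF7 cells was the read-out, taken 15 min after substrate addition following 48 h compound exposure at 37 °C. Data were normalized to a 10 microM genistein control and DMSO vehicle.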
Numbers without * were called inactive; ? = inconclusive; . = not tested or not shown; [ ] = another dose, or the depositor's remark. Unless noted, the call rests on the fitted dose curve; in most records, active means well fitted curve in the direction sought with a large enough effect; inconclusive means small, poorly fitted or top-dose-only effect, or another doubt; inactive means no such curve, though single readings can be large; an effect the other way counts as inactive or inconclusive.

Structure,PTAP TSG101 blk,TCR activator,TRPV1 agonist,MLL CXXC-DNA inh,p53 reactivation,AT treatment,B2AR arrestin,ELG1 DNA repair,a7 integrin act,BRCA1 expr act
COc1cc2c(c(OC)c1OC)-c1ccc(NC(=O)c3ccc(F)cc3)c(=O)cc1[C@@H](NC(C)=O)CC2,-6.6%,-2.4%,6.7,20.6%,0.1%,?,0.7%,4.6%,-36.6%,-73.0%
Cc1cc(-c2ccc(C)c(S(=O)(=O)NCC3CCN(Cc4cccc(F)c4)CC3)c2)on1,-0.4%,-6.4%,8.0,-15.1%,-1.1%,6.3%,0.2%,-17.8%,?,-20.8%
CCC1(C)CC(CC(=O)O)(c2ccccc2OC)CCO1 (stereo not given),-0.8%,1.3%,-0.8,-6.4%,-12.3%,-3.1%,-0.4%,-6.1%,2.8%,-9.4%
Cc1ccc(C2CC(=O)C(C=NCCN3CCN(C(=S)Nc4ccc(F)cc4)CC3)=C(O)C2)cc1 (stereo not given),-2.4%,0.9%,6.0,-3.9%,-0.9%,-1.1%,0.1%,-14.3%,0.0%,-21.0%
C#CCOCCOCCOCCNc1nc(N2CCN(C(=O)[C@H](CCC(=O)O)n3cc(C(N)Cc4ccc(O)cc4)nn3)CC2)nc(N2CCN(C(=O)[C@H](Cc3cc4ccccc4[nH]3)n3cc(C(N)[C@H](C)CC)nn3)CC2)n1 (stereo not given in full),.,-8.9%,2.4,-21.8%,2.4%,-8.7%,-0.2%,-0.7%,-6.0%,-14.2%
c1cncc(-c2nc(N3CCOCC3)c3ccccc3n2)c1,-10.2%,6.2%,1.6,4.7%,-2.6%,-6.8%,-0.3%,-7.6%,-1.5%,-59.5%
CCOC(=O)c1c(NC(=O)CSc2nc(C)cc(C)c2C#N)sc(C(C)=O)c1C,0.4%,-27.8%,0.4,-13.5%,4.3%,9.6%,0.2%,?,-1.2%,3.5%
Cc1ccc(S(=O)(=O)N2CCC[C@H]2C(=O)NC2CCCCC2)cc1,-2.7%,-3.8%,.,.,.,.,.,.,15.6%,-0.6%
C=CCn1c(=N)n(CC(=O)c2ccc(Br)cc2)c2ccccc21,-1.8%,.,-0.2,?,?,?,-0.4%,-3.6%,-28.9%,-23.6%
CCOc1ccc(S(=O)(=O)Nc2cccc(C(=O)NCC(c3ccccc3)N(C)C)c2)cc1 (stereo not given),-2.4%,3.6%,3.4,.,-2.5%,-2.3%,-0.7%,7.3%,19.0%,-18.4%
Cc1cccnc1NC(=O)Cn1nc(-c2ccccc2)oc1=S,-0.9%,-0.8%[46.1 µM],-4.5,-1.8%,?,13.3%,-0.2%,?,10.5%,61.4%
CCN(CC(=O)Nc1ccc2c(c1)OCCO2)S(=O)(=O)c1ccc(C)cc1,-6.7%,-7.8%,-0.1,8.3%,-1.6%,-1.9%,-0.4%,-2.8%,-7.8%,-21.8%
O=C(c1cccc(Br)c1)N1CCN(c2ccccn2)CC1,0.3%,5.3%,.,.,.,.,.,.,0.6%,-13.5%
Cc1nc(CCNC(=O)Cc2ccccc2)cs1,0.9%,-9.6%,0.5,2.9%,10.1%,-11.4%,0.0%,9.4%,17.1%,-6.0%
Cc1ccc(NC(=O)c2ccc(NC(=O)c3ccccc3)cc2)cc1C,.,3.1%,?,34.7%[activator],?,-5.6%,-0.1%,?,-32.5%,-30.5%
CCC(NS(=O)(=O)c1ccc(C)cc1)C(=O)N1CCOCCOCCOCCOCC1 (stereo not given),1.2%,2.5%,-1.8,20.3%,0.4%,-2.5%,0.0%,3.3%,5.4%,0.7%
Cc1onc(C(=O)N2CCN(C(c3ccccc3)c3ccccc3)CC2)c1[N+](=O)[O-],-1.4%,-0.3%,4.3,8.0%,0.8%,8.6%,-1.6%,?,-43.9%,0.0%
Cc1cccc(C)c1NC(=O)CN1CCN(C(=O)CN2C(=O)NC3(CCCCC3C)C2=O)CC1 (stereo not given),-0.8%,-2.3%,9.3,.,-3.3%,-11.5%,0.1%,-4.0%,?,-4.4%
COc1ccc(-c2cn(CC3CCCCC3)nn2)cc1,-4.1%,-3.1%,15.0,1.1%,.,3.9%,-0.4%,?,16.2%,?
Cc1ccc(C)c(Nc2nc3nonc3nc2N2CCOCC2)c1,-4.7%,-1.9%,3.3,3.9%,-4.3%,-5.7%,-1.1%,3.7%,3.6%,-30.2%

Entries of single compounds from above:
Cc1nc(CCNC(=O)Cc2ccccc2)cs1 reads PTAP TSG101 blk: 0.9%; TCR activator: -9.6%; TRPV1 agonist: 0.5; MLL CXXC-DNA inh: 2.9%; p53 reactivation: 10.1%; AT treatment: -11.4%; B2AR arrestin: 0.0%; ELG1 DNA repair: 9.4%; a7 integrin act: 17.1%; BRCA1 expr act: -6.0%
Cc1cccnc1NC(=O)Cn1nc(-c2ccccc2)oc1=S reads PTAP TSG101 blk: -0.9%; TCR activator: -0.8%[46.1 µM]; TRPV1 agonist: -4.5; MLL CXXC-DNA inh: -1.8%; p53 reactivation: ?; AT treatment: 13.3%; B2AR arrestin: -0.2%; ELG1 DNA repair: ?; a7 integrin act: 10.5%; BRCA1 expr act: 61.4%

The listing continues:
Structure,PTAP TSG101 blk,TCR activator,TRPV1 agonist,MLL CXXC-DNA inh,p53 reactivation,AT treatment,B2AR arrestin,ELG1 DNA repair,a7 integrin act,BRCA1 expr act
O=C1CC(Cc2ccccc2)C(=O)N1c1ccc(Cl)cn1 (stereo not given),-4.8%,3.4%,-0.4,3.6%,-3.0%,-3.8%,-0.6%,-2.3%,-12.4%,-4.3%
COc1ccc(NC(=O)CCC(=O)c2cccs2)c(OC)c1,-3.6%,-4.2%,1.6,5.8%,12.1%,-1.5%,-0.2%,?,4.5%,?
Cc1cc(C)c(S(=O)(=O)N2CCOC2CNC(=O)C(=O)NCCCN2CCCC2=O)c(C)c1 (stereo not given),0.8%,1.6%,-1.5,0.8%,2.4%,5.9%,0.3%,-1.8%,-11.7%,-0.1%
S=c1[nH]nc(C2CCCCC2)n1/N=C/c1ccccn1,-1.8%,8.7%,3.3,15.3%,-2.0%,-0.6%,-0.1%,12.4%,-49.2%[inhibitor],4.4%
COC(=O)c1sccc1NC(=S)Nc1ccc(C)cc1,-0.7%,-1.3%,6.0,-6.8%,2.4%,-1.2%,-0.5%,?,17.9%,48.9%
COc1ccc(C2CC(c3ccc([N+](=O)[O-])cc3)=NN2C(C)=O)cc1 (stereo not given),0.9%,5.2%,-4.1,-8.2%,17.4%,-6.3%,-0.4%,10.0%,?,46.7%
COc1ccc(CNc2ccc([N+](=O)[O-])cc2C)cc1,-1.6%,1.5%,17.2,-17.8%,0.7%,1.1%,0.0%,20.8%,1.0%,9.2%
O=c1c2[nH]c3ccccc3c2ncn1Cc1ccco1,0.4%,-5.1%,0.2,-1.4%,-2.5%,-1.5%,-1.1%,?,-2.3%,32.1%
CC(=O)N1CCN=C1SCc1c(F)cccc1Cl,-6.5%,-3.7%,1.2,9.5%,0.4%,-0.6%,-0.2%,-1.0%,8.9%,0.0%
C(#Cc1ccc(C#CCN2CCCC2)cc1)CN1CCCC1,-0.9%,-2.3%,-3.0,4.7%,25.9%,2.1%,0.0%,18.7%,-43.6%,-24.8%
Cc1ccc(S(=O)(=O)N2CCCCC2)cc1C(=O)NC1CCCCC1,-1.8%,2.3%,-2.2,13.5%,-0.9%,6.5%,0.1%,5.0%,-19.7%,-7.2%
CC(C)c1nc(N2CCN(C(=O)c3ccccc3)CC2)c(C#N)c2c1COC(C)(C)C2,-5.5%,-0.5%,27.2,4.9%,4.4%,-0.2%,-0.4%,?,-14.4%,-58.8%
C=CCn1c(N2CCCCCC2)nc2c1c(=O)[nH]c(=O)n2C,-8.1%,4.3%,1.1,2.2%,0.7%,-0.1%,0.1%,6.4%,-24.7%,-6.1%
Cc1cnc(C(=O)OCC(=O)Nc2cc(S(=O)(=O)N3CCCCC3)ccc2Cl)cn1,1.0%,-1.8%[46.1 µM],-2.5,-7.9%,6.3%,-5.6%,0.9%,6.2%,18.6%,-20.1%
Cc1ccccc1C(=O)N1CCN(c2ccc(NC(=O)c3ccc4c(c3)OCCO4)cc2)CC1,-2.8%,-0.9%,6.9,7.8%,-22.1%,0.9%,-0.8%,?,2.9%,-70.3%
Cn1cccc1/C=N/NC(=O)C(O)c1ccccc1 (stereo not given),1.5%,-5.1%,-3.6,-1.2%,-3.4%,-10.3%,2.8%,0.0%,?,12.6%

Hits appear at their usual frequency; overall some 3.8% were active at least once.
